Source: PubChem (several laboratories)
IDE inh: human IDE inhibitors in live cells, primary screen, fluorescence polarization, HEK cells, FAbetaB substrate; Insulin-degrading enzyme (Homo sapiens), P14735; FAbetaB cleavage; inhibition, % at 5.59 µM; 320,000 tested, 0.41% active;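 active means percent inhibition above the average of all tested compounds plus 3 SD, set per screening campaign, cut at about 16% in these data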;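 further: IDE supplied by intact live HEK cells; FP after avidin binding of uncleaved biotin substrate so inhibition keeps polarization high; 0% = DMSO wells and 100% = 60 µM reference IDE inhibitor Ii1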
M18AAP inhibitor: PfM18AAP inhibitors, malaria aminopeptidase, primary screen, biochemical, QFRET, recombinant enzyme. M18 aspartyl aminopeptidase (Plasmodium falciparum 3D7). H-Glu-NHMec fluorogenic cleavage. inhibition, % at 7.35 µM. 290,000 tested, 1.2% active. AID 1822, 2009;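 active means inhibition above the campaign mean inhibition over all tested compounds plus 3 SD, cut at about 28% in these data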;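 further: 0% = plate median of test compound wells and 100% = 2 mM ZnCl2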
p-CIP stab down: p/CIP-EGFP fusion destabilizers, primary screen, fluorescence, F442A cells; Q05BA5; 16 h; decrease of EGFP signal, % at 10 µM; 290,000 tested, 0.01% active; AID 1984, 2009;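 active means EGFP signal decrease of at least 30% at 10 µM or well 3 SD below plate mean, unless failing retest; inactive means the rest, including hits failing retest or dose response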; further: some compounds called inactive have numbers as strong as hits; many of its hits are not listed in these tables
Target sequence (Q05BA5 1-1403): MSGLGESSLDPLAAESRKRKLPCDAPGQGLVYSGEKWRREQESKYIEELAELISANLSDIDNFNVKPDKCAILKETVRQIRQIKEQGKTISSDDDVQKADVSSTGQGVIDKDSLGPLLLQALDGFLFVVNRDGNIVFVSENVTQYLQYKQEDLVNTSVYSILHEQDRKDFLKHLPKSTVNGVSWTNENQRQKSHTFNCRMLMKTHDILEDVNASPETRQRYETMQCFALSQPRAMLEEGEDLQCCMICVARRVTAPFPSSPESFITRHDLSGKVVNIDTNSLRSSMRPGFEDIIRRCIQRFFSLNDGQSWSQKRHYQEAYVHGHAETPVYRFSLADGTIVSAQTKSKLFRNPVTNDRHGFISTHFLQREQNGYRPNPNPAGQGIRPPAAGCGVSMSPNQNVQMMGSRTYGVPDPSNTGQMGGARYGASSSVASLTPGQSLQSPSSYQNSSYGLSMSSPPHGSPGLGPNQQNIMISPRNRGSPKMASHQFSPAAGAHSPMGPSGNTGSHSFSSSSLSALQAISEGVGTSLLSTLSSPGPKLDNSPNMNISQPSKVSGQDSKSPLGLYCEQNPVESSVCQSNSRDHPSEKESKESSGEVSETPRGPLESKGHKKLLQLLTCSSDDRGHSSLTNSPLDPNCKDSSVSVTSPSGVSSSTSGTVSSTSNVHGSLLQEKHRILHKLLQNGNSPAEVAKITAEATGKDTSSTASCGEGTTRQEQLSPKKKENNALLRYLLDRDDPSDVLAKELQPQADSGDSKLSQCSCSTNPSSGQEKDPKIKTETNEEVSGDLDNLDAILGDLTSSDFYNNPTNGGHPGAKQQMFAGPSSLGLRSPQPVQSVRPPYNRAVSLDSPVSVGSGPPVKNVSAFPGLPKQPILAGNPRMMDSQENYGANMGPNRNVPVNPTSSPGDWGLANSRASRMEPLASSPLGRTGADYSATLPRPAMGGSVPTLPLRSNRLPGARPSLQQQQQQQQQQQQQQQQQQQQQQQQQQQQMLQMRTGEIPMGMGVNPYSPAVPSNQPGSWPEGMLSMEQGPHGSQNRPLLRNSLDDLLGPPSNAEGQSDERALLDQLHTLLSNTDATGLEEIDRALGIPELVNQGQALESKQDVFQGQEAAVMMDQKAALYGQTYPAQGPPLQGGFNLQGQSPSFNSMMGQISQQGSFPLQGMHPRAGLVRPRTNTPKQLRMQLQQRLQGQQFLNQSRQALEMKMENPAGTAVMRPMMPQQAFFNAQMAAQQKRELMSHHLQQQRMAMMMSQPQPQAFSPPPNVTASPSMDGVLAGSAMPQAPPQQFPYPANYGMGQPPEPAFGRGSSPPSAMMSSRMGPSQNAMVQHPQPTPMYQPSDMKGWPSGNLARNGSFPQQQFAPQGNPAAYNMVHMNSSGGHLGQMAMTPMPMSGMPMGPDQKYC
FID counter: compounds displacing fluorescent DNA intercalator, primary screen, artefact control for HCV NS3 helicase inhibitor project, biochemical, FID fluorescence | DNA fluorescent intercalator displacement | inhibition, % at 7.9 µM | 290,000 tested, 0.17% active | AID 1845, 2009; in the data active means inhibition above about 37%;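 further: 0% = vehicle and 100% = reference compound; higher means more ethidium bromide displaced from hairpin DNA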
HCV NS3 hel inh: inhibitors of HCV NS3 helicase, primary screen, biochemical, Cy5 molecular beacon fluorescence; Hepatitis C virus NS3 helicase; NS3 helicase DNA unwinding; inhibition, % at 10.9 µM; 290,000 tested, 0.56% active; AID 1800, 2009;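 active means inhibition above the mean of all tested compounds plus 3 SD, set per campaign, cut at about 35% in these data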;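 further: 0% = DMSO wells and 100% = thioflavine S control wells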
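assay system = NS3 helicase fragment of HCV | buffer or medium = MOPS pH 6.5, MgCl2, DTT, Tween20, BSA | timing = 60 min unwinding reaction at 25 °C after ATP addition | signal = Cy5 beacon fluorescence read at start and 1 h | read-out basis = % inhibition of unwinding | control set = low DMSO, high thioflavine S at 110 µM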
IMP-1 inh: IMP-1 metallo-beta-lactamase inhibitors, primary screen, biochemical, epi-absorbance readout, Pseudomonas aeruginosa enzyme; 290,000 tested, 0.45% active; metallo-beta-lactamase IMP-1 (Pseudomonas aeruginosa); inhibition, % at 5.6 µM; purified IMP-1, nitrocefin hydrolysis, epi-absorbance fluorescence;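 active means inhibition above the mean plus 3 SD of all compounds in the same screening run, cut at about 4.5% in these data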;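 further: 0% = IMP-1 with DMSO and 100% = DMSO wells lacking enzyme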
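system = purified recombinant IMP-1 beta-lactamase | amount = 0.2 nM IMP-1, as dispensed | medium = HEPES buffer pH 7.1 with ZnSO4 and Brij 35 | times = 25 °C, 15 min preincubation, 25 min reaction | detection = plate fluorescence quenching by hydrolysis product, ex 480/em 530 nm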
VIM-2 inhibitor: VIM-2 metallo-beta-lactamase inhibitors, primary screen, biochemical, epi-absorbance readout, Pseudomonas aeruginosa enzyme | inhibition, % at 5.6 µM | purified VIM-2, nitrocefin hydrolysis, epi-absorbance fluorescence | AID 1527, 2009 | 290,000 tested, 0.89% active;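 active means inhibition above the mean of all tested compounds plus 3 SD, cutoff set per screening run, cut at about 7.5% in these data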;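 further: red hydrolysis product quenches plate fluorescence so inhibitors raise well fluorescence; 0% = enzyme with DMSO and 100% = DMSO without enzyme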
SUMO HTRF inh: inhibitors of in vitro SUMOylation cascade, primary screen, biochemical, HTRF, uHTS; HTRF SUMOylation assay, SAE1/SAE2 + UBC9; inhibition, % at 35 µM; 290,000 tested, 0.36% active; in the data active means inhibition above about 50%, passing the limit was not always enough; further: strong numbers were not always called active
IDE act: human IDE activators in live cells, primary screen, fluorescence polarization, HEK cells, FAbeta-B substrate; Insulin-degrading enzyme (Homo sapiens), P14735; 340,000 tested, 0.073% active; activation, % at 5.96 µM; FAbeta-B cleavage; 0% vehicle, 100% cell-free pure enzyme wells;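 active means activation above the mean of all tested compounds plus 3 SD, set per screening campaign, cut at about 17% in these data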
* hit, by the source's call; x = no result given.

SMILES	IDE inh	M18AAP inhibitor	p-CIP stab down	FID counter	HCV NS3 hel inh	IMP-1 inh	VIM-2 inhibitor	SUMO HTRF inh	IDE act
Cc1ccc(CNC(=O)CCCC(=O)O)cc1	-4	-19	-21	0	-1	0.2	-0.3	10	-2
O=C(NNC(=O)c1cccc2ccccc12)c1ccc(-c2ccccc2)cc1	18*	3	-2	-4	0	-1.0	-3.0	19	-8
CCn1cc(S(=O)(=O)N2CCc3ccccc3C2)cn1	2	-5	-3	-3	12	-1.6	-1.8	-9	1
CC(=O)NS(=O)(=O)c1ccc(NC(=O)c2cccc(S(=O)(=O)N3CCc4ccccc43)c2)cc1	0	6	-10	-27	-3	-1.1	-2.7	20	-1
CNc1nnc(Sc2ncccc2[N+](=O)[O-])s1	8	10	-6	2	8	-2.8	-2.1	7	6
COC(=O)c1c(NC(=O)CN2CCN(c3ccccc3)CC2)c2c(C)cccc2n1C	-1	-10	-7	-23	-4	-1.2	0.9	5	5
Cc1ccc(OCC(=O)Nc2ccc3oc(=O)ccc3c2)cc1	5	-2	1	-20	1	-3.5	0.6	-4	0
Cc1ccc2c(c1)S/C(=C\c1cccc[n+]1C)N2CCO	5	2	-22	-2	6	-0.1	0.4	-12	0
O=C(Nc1cccnc1)c1cccs1	2	2	-10	1	-1	-1.2	-3.0	26	-2
S=c1[nH]nc(COc2ccccc2)n1/N=C/c1c(Cl)cccc1Cl	-2	18	-3	-12	6	-2.1	-2.3	10	-7
O=S(=O)(NCc1ccccc1)c1ccc2ccccc2c1	-3	1	0	-8	2	-1.1	-0.9	13	2
O=C(CC1C(=O)NCCN1Cc1ccccc1C(F)(F)F)NCCN1CCCCC1=O (stereo unspecified)	-4	0	-13	-18	5	-0.6	-1.4	17	8

Look-ups from above.
COC(=O)c1c(NC(=O)CN2CCN(c3ccccc3)CC2)c2c(C)cccc2n1C – SUMO HTRF inh: 5
CC(=O)NS(=O)(=O)c1ccc(NC(=O)c2cccc(S(=O)(=O)N3CCc4ccccc43)c2)cc1 – HCV NS3 hel inh: -3
O=C(NNC(=O)c1cccc2ccccc12)c1ccc(-c2ccccc2)cc1 – IDE inh: 18*

Additional compounds follow.
SMILES	IDE inh	M18AAP inhibitor	p-CIP stab down	FID counter	HCV NS3 hel inh	IMP-1 inh	VIM-2 inhibitor	SUMO HTRF inh	IDE act
COc1cccc(N2CCN(S(=O)(=O)c3ccc(-c4cnc(C5CC5)o4)cc3)CC2)c1	0	3	4	-17	-14	-3.1	-2.4	7	3
CC(OC(=O)c1cc2sccc2n1C)C(=O)NCc1ccc2c(c1)OCO2 (stereo unspecified)	5	-14	-18	-11	2	-4.1	-4.7	21	-3
CCCn1c2ccccc2c2nnc(SCC(=O)Nc3cc(C)on3)nc21	2	-3	-5	1	4	-1.1	-3.6	2	1
COc1ccc(C(=O)C2CCN(C(=O)Nc3ccccc3C)CC2)cc1	2	-2	12	-19	2	-3.9	-0.4	0	3
O=C(Nc1ccccc1)c1cc(S(=O)(=O)N2CCSCC2)ccc1Cl	-3	-1	10	-7	-9	-3.4	-2.6	9	1
N#C/C(=C/c1ccc(N2CCCCC2)o1)C(=O)Nc1ccc2ccccc2c1	x	10	-768	-8	14	3.6	-2.3	9	-131
CC1(C)CC(=O)c2sc(NC(=O)CN3C(=O)CCC3=O)nc2C1	-4	1	-7	0	1	-4.5	-1.4	14	-2
C=CCn1c(C)cc(C2=NNC(=NC(C)(C)C)SC2)c1C	3	8	4	-3	-4	0.4	-1.3	7	5
O=C1/C(=C/c2ccco2)N=C(N2CCCCC2)N1c1ccccc1	4	6	-3	-21	30	0.6	-0.6	14	2
O=C(COC(=O)c1cc(Br)c(Br)s1)NCCC1=CCCCC1	2	0	-6	0	7	-3.9	-1.9	-5	-5
Clc1ccc(N2CCN(/N=C/c3cccnc3)CC2)cc1	2	-12	-6	-20	1	-2.0	-1.4	13	-5
CCCn1c(SCC(=O)N2CCCCC2)nnc1-c1ccccn1	-2	-3	1	-7	0	-1.9	-1.7	2	x
CC1(C)Cc2c(C#N)c(N3CCN(C(=O)c4ccco4)CC3)nc(Cc3ccccc3)c2CO1	9	-4	-12	-4	5	-2.3	-1.3	8	-2
Cc1sc2ncn(CC(=O)N3CCN(c4ccccn4)CC3)c(=O)c2c1S(=O)(=O)N1CCCCC1	-2	-7	-2	-33	3	0.3	2.5	8	-3
COc1ccc(C(c2nnnn2C(C)(C)C)N2CCN(C)CC2)cc1OC (stereo unspecified)	-1	-4	-10	2	3	-1.3	-0.7	14	3
CCNCCNc1ccc(Cl)cc1[N+](=O)[O-]	1	5	x	15	3	-4.5	-3.7	x	6
C/C(=N\NC(=O)c1cccc(N/N=C(\C)c2ccccc2)c1)c1ccccc1	6	6	-1	-19	0	-3.6	-3.1	1	-2
O=C(NC1CCCCCC1)c1nnc(Cc2ccc(Cl)cc2)o1	1	-13	-2	-21	-2	-2.3	-1.8	-7	-1
COCCCNC(=O)c1cc(S(=O)(=O)N2CCOCC2)ccc1SCc1cccc(OC)c1OC	4	21	0	-30	-1	-2.0	-1.5	20	1
COc1ccc(CCN(C)Cc2ccc(C(=O)Nc3ccccc3)cc2)cc1OC	1	6	0	16	-6	-1.6	0.1	-4	5
CCc1c(C)nc(SCCOc2ccc(OC(C)C)cc2)[nH]c1=O	4	1	-9	-2	-4	-2.3	-2.7	14	4
Cc1ccc2c(c1)C1CC(C)(O2)N(c2cccc(C(=O)NC3CCN(Cc4ccccc4)CC3)c2)C(=O)N1 (stereo unspecified)	9	-5	8	14	-38	-0.3	0.1	-1	-3
O=C(Cc1cccc2ccccc12)Nc1ccc(O)cc1C(=O)O	2	3	0	-14	8	-0.4	1.2	5	-6
O=C(Cn1cccc1C(=O)c1ccccc1)NCc1ccc(F)cc1	3	-1	3	-18	4	-4.3	-1.9	8	-2
CCC1CCCCN1CCCNC(=O)c1nn(C)c2c1CS(=O)(=O)c1ccccc1-2 (stereo unspecified)	-3	-7	0	10	1	0.2	-1.0	x	4
CC(=O)N1c2ccc(S(=O)(=O)N3CCC(C(=O)Nc4ccc(C)cn4)CC3)cc2CC1C (stereo unspecified)	1	0	-10	-43	-1	-2.5	-5.2	5	3
O=C1C=C(c2ccccc2)C(O)(c2ccccc2)C1 (stereo unspecified)	-3	-7	4	-1	7	-1.2	-0.8	15	-2
CC(=O)Nc1cc2c(cc1NC(=O)Cn1nnc(-c3ccc(C)o3)n1)OCCO2	6	-11	-11	-4	16	-1.3	0.0	14	9
CCCn1nnnc1NCc1ccc(F)cc1	2	-8	2	-3	2	-2.1	-2.4	0	3
CO/N=C(\C(=O)N[C@@H]1C(=O)N2C(C(=O)O)=C(COC(N)=O)CS[C@H]12)c1ccco1	-5	-10	-6	-10	12	-2.3	-3.1	3	7
O=C(O)CC(c1ccc(Br)cc1)N1Cc2ccccc2C1=O (stereo unspecified)	-2	-8	1	-41	10	-2.7	-1.1	15	1
CN(C)c1ccc(NC(=O)CSc2nc(N)c(C(=O)Nc3ccc(N(C)C)cc3)s2)cc1	3	6	-11	-9	-9	-1.4	-3.5	-8	5
Cc1ccccc1OCC(=O)OC(C(=O)c1ccccc1)c1ccccc1 (stereo unspecified)	4	9	-4	-9	-4	-0.6	3.1	6	9
Cc1ccc(-c2nnn(CC(=O)N(CCN3CCOCC3)C(C(=O)NC(C)(C)C)c3ccco3)n2)cc1 (stereo unspecified)	-2	-4	-1	-11	2	-3.4	-6.1	14	3
CCCCSc1nnc2c(n1)OC=Nc1ccccc1-2	0	1	-2	-1	12	-3.4	-2.6	11	5
O=C(O)CCCN1C(=O)C2C3C=CC(C2C1=O)C1C(=O)N(CCCC(=O)O)C(=O)C31 (stereo unspecified)	-6	-1	0	1	9	-1.8	-2.4	-10	4
COc1ccc(-c2noc(CCC(=O)Nc3ccc(C)c(C)c3)n2)cc1	-2	0	-1	-5	-4	-1.3	-2.0	-8	0
CC(C(=O)N=Nc1c(O)[nH]c2ccccc12)n1cnc2ccccc2c1=O (stereo unspecified)	2	0	2	-6	-1	-3.6	-0.7	-6	5
Cc1ccc2oc(=O)c3cnn(CC(=O)NCCCOC(C)C)c3c2c1	1	0	-13	-4	-7	-2.8	-2.7	9	-6
COc1ccc(N2C(=O)CCC(C(=O)Nc3cccc(C)n3)C2c2ccc(OC)c(OC)c2)cc1 (stereo unspecified)	3	-6	4	-34	-13	-2.1	1.4	25	2
Cc1ccccc1N1CCN(C2CCCN(C(=O)CCc3c(C)noc3C)C2)CC1 (stereo unspecified)	-1	-1	2	-4	9	3.9	1.9	-6	5
COc1cc([N+](=O)[O-])ccc1NC(=O)CCCOc1cccc(C)c1	0	3	-8	2	-6	-0.7	-3.9	20	-1
CC1=C(C(=O)OC(C)C)C(c2ccc(O)cc2)NC(=O)N1 (stereo unspecified)	5	5	7	-5	3	-3.2	-1.4	-4	5
COCCNc1c2c(nc3c(-c4ccccc4)c(C)nn13)CCC2	5	-9	-9	-13	-3	-2.7	5.8	27	-1
Cc1ccc(OCC(=O)N/N=C\c2cccn2C)c([N+](=O)[O-])c1	1	2	-3	-23	2	-2.1	-3.1	-7	1
Cc1cc2c(cc1S(=O)(=O)N1CC(C)CC(C)C1)OCC(=O)N2 (stereo unspecified)	6	-8	-9	-22	-3	-2.2	-0.2	8	-4
C#Cc1ccc([C@H]2C=C(C(=O)Nc3ccccc3)O[C@@H](OCc3ccc(CO)cc3)C2)cc1	0	x	-10	x	x	x	x	-6	3
CC(C)Oc1ccc(/C=N/NC(=O)c2ccc(N(Cc3ccccc3)S(C)(=O)=O)cc2)cc1	4	-7	5	-7	9	0.0	-0.1	-10	-1
COc1ccc(/C=N/NC(=S)Nc2cccc(C(=O)O)c2)cc1	8	30*	-3	-10	-5	-2.5	-1.8	7	4
CC(C)C[C@H](NC(=O)c1ccc(OC2CCN(C(=O)C3CC3)CC2)cc1)C(N)=O	4	0	4	-24	-6	-0.5	-0.1	4	1
O=C(Nc1ccc(NC(=O)C2CC2)cn1)c1ccccc1	0	-2	2	-9	4	-2.8	-3.6	-2	-3
COCCN1C=C(C(=O)OC)C(c2ccc(OC)c(OC)c2)C(C(=O)OC)=C1	6	5	13	-11	1	0.6	-1.5	-7	2

Entries of single compounds as entered above. Screens in order: IDE inh	M18AAP inhibitor	p-CIP stab down	FID counter	HCV NS3 hel inh	IMP-1 inh	VIM-2 inhibitor	SUMO HTRF inh	IDE act
Record of O=C(Nc1ccc(NC(=O)C2CC2)cn1)c1ccccc1 : 0	-2	2	-9	4	-2.8	-3.6	-2	-3
Record of CC(C)C[C@H](NC(=O)c1ccc(OC2CCN(C(=O)C3CC3)CC2)cc1)C(N)=O : 4	0	4	-24	-6	-0.5	-0.1	4	1
